Screening results from PubChem.
Neddylation inh – inhibitors of cullin neddylation, primary screen, biochemical, TR-FRET, uHTS, NAE and Ubc12; NEDD8-conjugating enzyme Ubc12 (Homo sapiens) + NEDD8-activating enzyme E1 regulatory …; actives 0.58% (n = 360,000); calls only at 25 µM; in the data active means inhibition above about 36%
Rin1-Abl PPI inh – inhibitors of Rin1-Abl protein binding, primary screen, biochemical, TR-FRET | inhibition, % at 7.35 µM | Tyrosine-protein kinase ABL1 (Homo sapiens) + Ras and Rab interactor 1 (Homo sapiens), … | actives 0.4% (n = 360,000) | AID 588664, 2011; in the data active means inhibition above about 5%, passing the limit was not always enough
CSN deneddyl inh – inhibitors of CSN-mediated cullin deneddylation, primary screen, biochemical, fluorescence polarization, uHTS; inhibition, % at 12.5 µM; COP9 signalosome complex subunit 5 (Homo sapiens), Q92905; Purified CSN, SCF-Nedd8-OG deneddylation; actives 0.38% (n = 360,000); AID 651999, 2013;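 active means pattern-corrected inhibition above about 35%, with an unprinted fluorescence ratio check between 0.5 and 1.5, limit read from the data, passing the limit was not always enough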;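 further: 0% = enzyme with substrate and 100% = substrate without enzyme; some results filed as inactive read as strong as hits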
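Test system: purified human Csn5 enzyme expressed in HEK293T cells. Amount: 0.24 nM enzyme. Reagent: SCFSkp2-Nedd8OG substrate at 10 nM final. Schedule: 90 min incubation of compound, enzyme and substrate at room temperature. Detection: fluorescence polarization. Read-out: % inhibition of substrate cleavage by Csn5.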
NadD inh – inhibitors of S. aureus NadD, primary screen, biochemical, colorimetric, uHTS | Nicotinate-nucleotide adenylyltransferase NadD (Staphylococcus aureus N315) | purified NadD enzyme, colorimetric absorbance read-out | actives 0.78% (n = 360,000) | inhibition, % at 20 µM; in the data active means inhibition above about 26%; further: some compounds past the cut are filed as inactive
MT1-MMP act inh – blockers of MT1-MMP proenzyme processing, primary screen, HT1080 RFP-PRO-GFP cells, GFP/RFP fluorescence; Matrix metalloproteinase-14 (Homo sapiens), P50281; GFP/RFP ratio fluorescence, overnight; percent of plate control window, DMSO zero; GFP/RFP ratio change, % at 20 µM; actives 0.061% (n = 360,000);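 active means GFP/RFP ratio change of at least 30% with cell ATP level not reduced by more than half and red fluorescence within 50% of control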; further: strong numbers were not always called active
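Assay system: HT1080 RFP-PRO-GFP cells | Dosing: 20 µM single dose, 1% DMSO | Incubation: Cells overnight before dosing, compound overnight, 37 °C, 5% CO2 | Evaluation: GFP/RFP fluorescence ratio | Control set: DMSO-only wells and HT1080 RFP-L50D-GFP cell wells as references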
MLLE-PAM2 inh – inhibitors of PABP1 MLLE–PAM2 peptide binding, primary screen, biochemical, fluorescence polarization, FITC-PAM2, GST-MLLE; inhibition, % at 20 µM; actives 0.36% (n = 360,000); Polyadenylate-binding protein 1 (Homo sapiens), P11940; in the data active means inhibition above about 35%, passing the limit was not always enough;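 further: plate controls were DMSO wells with GST-MLLE for no effect and wells lacking GST-MLLE protein for full effect; some results filed as inactive read as strong as hits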
Rpn11 inh – Rpn11 (PSMD14) deubiquitinase inhibitors, primary screen, biochemical, fluorescence polarization, uHTS; 26S proteasome non-ATPase regulatory subunit 14 (Homo sapiens), O00487; human 26S proteasome, Ub4-pepOG fluorescence polarization; 20S core pre-blocked with epoxomicin; calls only at 20 µM; actives 0.59% (n = 360,000); AID 588493, 2011;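 active means inhibition at 20 µM, scaled to each plate's controls, above about 33%, limit read from the data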
FAS-TE inh – FAS thioesterase domain inhibitors, primary screen, biochemical, fluorescence intensity, uHTS | Fatty acid synthase (Homo sapiens), P49327 | recombinant FAS-TE, OMFH fluorogenic substrate, fluorescence endpoint | inhibition, % at 15 µM | actives 0.67% (n = 360,000) | AID 602261, 2012;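 active means compounds whose normalised, plate-corrected inhibition of enzyme fluorescence in the single-dose primary screen is 50% or more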;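 further: 0% = DMSO with enzyme and 100% = substrate without enzyme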
SKN-1 block – suppressors of acrylamide-induced Pgst-4::GFP reporter in worms, primary screen, SKN-1 inhibitor project, whole organism, uHTS, GFP/RFP fluorescence ratio, strain VP596; actives 0.49% (n = 360,000); C. elegans VP596 Pgst-4::GFP/RFP ratio, 24 h; inhibition, % at 21.8 µM;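 active means interference check ratio from 0.5 to 1.5 plus GFP to RFP signal ratio inhibition reaching or exceeding a fixed threshold, cut at about 30% in these data, passing the limit was not always enough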; further: some compounds called inactive have numbers as strong as hits
Numbers without * were called inactive.

What do the screens show for `CC(=O)c1cccc(S(=O)(=O)Nc2ccc(N3CCOCC3)cc2)c1`?
Neddylation inh: inactive; Rin1-Abl PPI inh: 2; CSN deneddyl inh: -1; NadD inh: 3; MT1-MMP act inh: 1; MLLE-PAM2 inh: -3; Rpn11 inh: inactive; FAS-TE inh: -3; SKN-1 block: 2

How did O=C(NCc1cccc(Br)c1)C1CC(c2ccc(C(F)(F)F)cc2)=NO1 (centres undefined) do in these assays?
Neddylation inh: inactive; Rin1-Abl PPI inh: 1; CSN deneddyl inh: -4; NadD inh: -8; MT1-MMP act inh: 3; MLLE-PAM2 inh: 7; Rpn11 inh: inactive; FAS-TE inh: 14; SKN-1 block: 10

What do the screens show for `O=C(CSc1nc2ccccc2s1)NCCCN1CCOCC1`?
Neddylation inh: inactive; Rin1-Abl PPI inh: 4; CSN deneddyl inh: 2; NadD inh: -2; MT1-MMP act inh: 6; MLLE-PAM2 inh: 4; Rpn11 inh: inactive; FAS-TE inh: -8; SKN-1 block: 1

What do the screens show for `O=S(=O)(c1cc(O)ccc1O)c1cccc2c(S(=O)(=O)c3cc(O)ccc3O)cccc12`?
Neddylation inh: inactive; Rin1-Abl PPI inh: -1; CSN deneddyl inh: 49; NadD inh: 26; MT1-MMP act inh: 3; MLLE-PAM2 inh: -7; Rpn11 inh: inactive; FAS-TE inh: 6; SKN-1 block: 7

What do the screens show for `COc1cc2c(cc1NC(=O)C(C)N1CCN(S(=O)(=O)c3ccccc3[N+](=O)[O-])CC1)oc1ccccc12` (centres undefined)?
Neddylation inh: inactive; Rin1-Abl PPI inh: -2; CSN deneddyl inh: -2; NadD inh: 38*; MT1-MMP act inh: 8; MLLE-PAM2 inh: -10; Rpn11 inh: inactive; FAS-TE inh: 54*; SKN-1 block: 5

How did CC1(c2ccc(OC(F)F)cc2)NC(=O)N(CC(=O)Nc2ccc3c(c2)OCO3)C1=O (centres undefined) do in these assays?
Neddylation inh: inactive; Rin1-Abl PPI inh: -1; CSN deneddyl inh: -1; NadD inh: 0; MT1-MMP act inh: -2; MLLE-PAM2 inh: 4; Rpn11 inh: inactive; FAS-TE inh: 6; SKN-1 block: 6

How did CCCN(Cc1cc2ccc(C)cc2[nH]c1=O)S(=O)(=O)c1ccccc1 do in these assays?
Neddylation inh: inactive; Rin1-Abl PPI inh: 3; CSN deneddyl inh: -4; NadD inh: -3; MT1-MMP act inh: 4; MLLE-PAM2 inh: -3; Rpn11 inh: inactive; FAS-TE inh: 4; SKN-1 block: 4

How did COc1ccc2c(c1)/C(=N/OC(=O)c1cccs1)CCC2 do in these assays?
Neddylation inh: inactive; Rin1-Abl PPI inh: 4; CSN deneddyl inh: 3; NadD inh: -4; MT1-MMP act inh: -3; MLLE-PAM2 inh: 4; Rpn11 inh: inactive; FAS-TE inh: 25; SKN-1 block: 5

Results for Cc1ccc(S(=O)(=O)N2C[C@H]3C(=O)C[C@@H]4C(=O)N(c5ccccc5)C(=O)[C@@H]4[C@@H]3C[C@H]2c2cccc(Cl)c2)cc1 ?
Neddylation inh: inactive; Rin1-Abl PPI inh: 3; CSN deneddyl inh: 3; NadD inh: 20; MT1-MMP act inh: 6; MLLE-PAM2 inh: -12; Rpn11 inh: inactive; FAS-TE inh: 85*; SKN-1 block: 15

What do the screens show for `COc1cc(C#N)ccc1OC(=O)Cc1cc(OC)c(OC)c(OC)c1`?
Neddylation inh: inactive; Rin1-Abl PPI inh: 0; CSN deneddyl inh: 4; NadD inh: 2; MT1-MMP act inh: -1; MLLE-PAM2 inh: -7; Rpn11 inh: inactive; FAS-TE inh: -7; SKN-1 block: 22

How did Cc1ccc(N(CC(=O)N2CCc3ccccc3C2)S(C)(=O)=O)cc1 do in these assays?
Neddylation inh: inactive; Rin1-Abl PPI inh: 2; CSN deneddyl inh: -3; NadD inh: -4; MT1-MMP act inh: 2; MLLE-PAM2 inh: -11; Rpn11 inh: inactive; FAS-TE inh: -1; SKN-1 block: 5

What do the screens show for `O=C(CSc1ncnc2scc(-c3ccccc3)c12)Nc1ccc(C(=O)O)cc1`?
Neddylation inh: inactive; Rin1-Abl PPI inh: 1; CSN deneddyl inh: 6; NadD inh: 4; MT1-MMP act inh: -1; MLLE-PAM2 inh: 8; Rpn11 inh: inactive; FAS-TE inh: 4; SKN-1 block: 5

How did C[C@H](NC(=O)c1ccco1)C(=O)Nc1ccc2c(c1)OCO2 do in these assays?
Neddylation inh: inactive; Rin1-Abl PPI inh: 2; CSN deneddyl inh: -10; NadD inh: 4; MT1-MMP act inh: 4; MLLE-PAM2 inh: 0; Rpn11 inh: inactive; FAS-TE inh: -3; SKN-1 block: 6

What do the screens show for `CN(C)C(=O)c1c(-c2ccccc2)oc2ccc(O)cc12`?
Neddylation inh: active; Rin1-Abl PPI inh: 3; CSN deneddyl inh: 3; NadD inh: 1; MT1-MMP act inh: 10; MLLE-PAM2 inh: 11; Rpn11 inh: inactive; FAS-TE inh: -1; SKN-1 block: 18

What do the screens show for `COc1ccc(C2NCCc3c2[nH]c2ccccc32)cc1COc1ccc(F)cc1` (centres undefined)?
Neddylation inh: inactive; Rin1-Abl PPI inh: 2; CSN deneddyl inh: 8; NadD inh: 14; MT1-MMP act inh: -13; MLLE-PAM2 inh: -10; Rpn11 inh: inactive; FAS-TE inh: 16; SKN-1 block: 0

The final 3 compounds of the part before are carried over, then new ones follow.
How did C[C@H](NC(=O)c1ccco1)C(=O)Nc1ccc2c(c1)OCO2 do in these assays?
Neddylation inh: inactive; Rin1-Abl PPI inh: 2; CSN deneddyl inh: -10; NadD inh: 4; MT1-MMP act inh: 4; MLLE-PAM2 inh: 0; Rpn11 inh: inactive; FAS-TE inh: -3; SKN-1 block: 6

What do the screens show for `CN(C)C(=O)c1c(-c2ccccc2)oc2ccc(O)cc12`?
Neddylation inh: active; Rin1-Abl PPI inh: 3; CSN deneddyl inh: 3; NadD inh: 1; MT1-MMP act inh: 10; MLLE-PAM2 inh: 11; Rpn11 inh: inactive; FAS-TE inh: -1; SKN-1 block: 18

What do the screens show for `COc1ccc(C2NCCc3c2[nH]c2ccccc32)cc1COc1ccc(F)cc1` (centres undefined)?
Neddylation inh: inactive; Rin1-Abl PPI inh: 2; CSN deneddyl inh: 8; NadD inh: 14; MT1-MMP act inh: -13; MLLE-PAM2 inh: -10; Rpn11 inh: inactive; FAS-TE inh: 16; SKN-1 block: 0

What do the screens show for `CCn1ccc(C(=O)Nc2ccc(N(C)C(C)=O)cc2)n1`?
Neddylation inh: inactive; Rin1-Abl PPI inh: 2; CSN deneddyl inh: -2; NadD inh: -4; MT1-MMP act inh: 5; MLLE-PAM2 inh: 8; Rpn11 inh: inactive; FAS-TE inh: -4; SKN-1 block: 4

What do the screens show for `O=C(CN1C(=O)c2ccccc2S1(=O)=O)N1CCN(c2cccc(Cl)c2)CC1`?
Neddylation inh: inactive; Rin1-Abl PPI inh: 1; CSN deneddyl inh: -5; NadD inh: -9; MT1-MMP act inh: -3; MLLE-PAM2 inh: 10; Rpn11 inh: inactive; FAS-TE inh: 1; SKN-1 block: -2

What do the screens show for `O=C(N/N=C/c1ccc(OC(=O)c2ccccc2Cl)cc1)c1cc(O)cc(O)c1`?
Neddylation inh: inactive; Rin1-Abl PPI inh: 4; CSN deneddyl inh: 45; NadD inh: 17; MT1-MMP act inh: 5; MLLE-PAM2 inh: 0; Rpn11 inh: inactive; FAS-TE inh: 7; SKN-1 block: -10

Results for CCN(CC)CCNC(=O)c1cc2c(-c3ccc(Cl)cc3)nn(C)c2s1 ?
Rin1-Abl PPI inh: -6; CSN deneddyl inh: 0; NadD inh: -5; MT1-MMP act inh: -1; MLLE-PAM2 inh: -6; Rpn11 inh: inactive; FAS-TE inh: 2; SKN-1 block: 1

Results for CC(=O)Nc1nc2ccccc2n1Cc1ccc(Cl)cc1 ?
Neddylation inh: inactive; Rin1-Abl PPI inh: -2; CSN deneddyl inh: 1; NadD inh: -4; MT1-MMP act inh: 4; MLLE-PAM2 inh: 1; Rpn11 inh: inactive; FAS-TE inh: 0; SKN-1 block: 0

How did CCCCOC(=O)Nc1ccc(S(=O)(=O)Nc2onc(C)c2C)cc1 do in these assays?
Neddylation inh: inactive; Rin1-Abl PPI inh: -2; CSN deneddyl inh: 5; NadD inh: -5; MT1-MMP act inh: 0; MLLE-PAM2 inh: 8; Rpn11 inh: inactive; FAS-TE inh: -3; SKN-1 block: 6

What do the screens show for `O=C(NC(c1ccc(-c2ccccc2)cc1)c1cnccn1)C1CCN(CCN2C(=O)c3ccccc3C2=O)CC1` (centres undefined)?
Neddylation inh: inactive; Rin1-Abl PPI inh: 3; CSN deneddyl inh: -2; NadD inh: 2; MT1-MMP act inh: -2; MLLE-PAM2 inh: 5; Rpn11 inh: inactive; FAS-TE inh: -6; SKN-1 block: 9

Results for CCCCCOC(=O)C1=C(C)Nc2ncnn2C1c1cccs1 (centres undefined) ?
Neddylation inh: inactive; Rin1-Abl PPI inh: 3; CSN deneddyl inh: -9; NadD inh: -3; MT1-MMP act inh: 2; MLLE-PAM2 inh: -1; Rpn11 inh: inactive; FAS-TE inh: 3; SKN-1 block: -24

What do the screens show for `O=C(CN(c1ccc2c(c1)OCCO2)S(=O)(=O)c1ccccc1)NCC1CCCO1` (centres undefined)?
Neddylation inh: inactive; Rin1-Abl PPI inh: 2; CSN deneddyl inh: 2; NadD inh: -1; MT1-MMP act inh: 2; MLLE-PAM2 inh: 11; Rpn11 inh: inactive; FAS-TE inh: -7; SKN-1 block: -5

How did CNC(=O)N1c2ccccc2C=Cc2ccccc21 do in these assays?
Neddylation inh: inactive; Rin1-Abl PPI inh: 0; CSN deneddyl inh: -2; NadD inh: 2; MT1-MMP act inh: 4; MLLE-PAM2 inh: -13; Rpn11 inh: inactive; FAS-TE inh: -2; SKN-1 block: 7

What do the screens show for `C[C@@H](NC(=O)OC(C)(C)C)C(=O)NCC1CCC(C(=O)N[C@@H](Cc2ccccc2)C(=O)O)CC1` (some centres undefined)?
Neddylation inh: inactive; Rin1-Abl PPI inh: 0; CSN deneddyl inh: 1; NadD inh: 2; MT1-MMP act inh: -2; MLLE-PAM2 inh: 5; Rpn11 inh: inactive; FAS-TE inh: -1; SKN-1 block: 6

Results for Cc1ccc(CN2C(=O)CCC2C(=O)N2CCN(c3ccc(F)cc3)CC2)cc1 (centres undefined) ?
Neddylation inh: inactive; Rin1-Abl PPI inh: 0; CSN deneddyl inh: -3; NadD inh: -6; MT1-MMP act inh: 4; MLLE-PAM2 inh: -3; Rpn11 inh: inactive; FAS-TE inh: -2; SKN-1 block: 9
